Bioassay records as filed in PubChem.
Myeloid diff MLP: induction of myeloid progenitor differentiation, primary screen, cell-based, flow cytometry, MLPCN library. ER-HoxA9 myeloid progenitors, lysozyme-GFP differentiation. 360,000 tested, 1% active. calls only at 10 µM;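 active = normalized GFP-positive differentiation at or above the plate's own cutoff, the solvent-only control mean plus 3 SD; inconclusive = no clear call, values can overlap the other calls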;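 note: cells exposed to compound for four days before flow analysis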
WT yeast gro inh: growth inhibition of WT strain, primary screen, mitochondrial fusion inhibitor project, WT and mutant strains, chemical genetic. mitochondrial fusion phenotypic screen. inhibition, % at 10 µM. 190,000 tested, 2.1% active. AID 1362, 2008; in the data active = inhibition above about 58%; tested in S. cerevisiae
SV40 large T antigen: SV40 large T antigen inhibitors, biochemical (AID 1903); one-dose inhibition, % at 20 µM; IC50 in µM for titrated hits; 310,000 tested, 0.39% active; SV40 large T antigen ATPase/helicase inhibition assay; higher % means a stronger effect; in the data active = a potency from the dose series; inconclusive = inhibition mostly from about 32% at the one dose, without a potency; inactive = the rest, 99 in 100 with inhibition below about 32%; note: strong numbers were not always called active
Salmonella PhoP GFP: inhibitors of PhoP regulon expression, primary screen, Salmonella Typhimurium, GFP reporter (AID 1863); inhibition, % at 50 µM, or IC50 in µM where a hit was titrated; 300,000 tested, 0.16% active; S. Typhimurium PhoP-regulated promoter GFP reporter, 4 h; higher % means a stronger effect;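 active = inhibition over 29.93%, a cutoff 3 SD above the screen mean, later confirmed by dose response; inconclusive = inhibition over 29.93% but no dose response follow-up; inactive = inhibition at most 29.93% or unconfirmed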;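 note: 0% = low Mg2+ inducing control and 100% = high Mg2+ repressing control; strong numbers were not always called active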
MgcRacGAP inhibition: MgcRacGAP GTPase-activating activity inhibitors, confirmation, biochemical, ADP Hunter fluorescence | Rac GTPase-activating protein 1 (Homo sapiens) | MgcRacGAP-stimulated Rac1 GTP hydrolysis, ADP Hunter fluorescence; higher % means a stronger effect; GST-tagged Rac1 F28L mutant substrate | inhibition, % at 30 µM; hits with a dose series show IC50 in µM | 340,000 tested, 0.6% active | AID 624330, 2012;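 active = first-screen hits whose inhibition reached a set limit at any dose in the follow-up dose series; inconclusive = inhibition above the set first-screen limit but never retested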;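 note: fluorescence reports GDP produced by GAP-driven GTP hydrolysis; strong numbers were not always called active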
West Nile antiviral: West Nile virus antiviral activity, cell-based, CPE readout (AID 1621); West Nile virus-infected cells, CPE inhibition; higher % means a stronger effect; CPE inhibition, % at 10 µM, or IC50 in µM where a hit was titrated; 290,000 tested, 0.02% active; in the data active = a potency from the dose series; inconclusive = CPE inhibition mostly from about 3.7% at the one dose, without a potency; inactive = the rest, 99 in 100 with CPE inhibition below about 2.2%; note: strong numbers were not always called active
b-catenin transl: modulators of beta-catenin nuclear translocation, primary screen, imaging, HeLa cells, immunofluorescence, high-content; nuclear translocation activity, % at 5 µM; 190,000 tested, 0.3% active; AID 1665, 2009;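 active = nuclear translocation activity above 50% at 5 µM, with a well cell count of 50 or more; inconclusive = wells under 50 cells across six images, flagged as toxic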;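 note: per-cell ratio of nuclear to cytoplasmic median beta-catenin stain intensity; plate controls were DMSO negative control for no effect and GSK-3 inhibitor IX positive control for full effect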
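Assay system: human HeLa cells, native beta-catenin; doses: 5 µM primary, 0.02–20 µM confirmation; incubation: compound treatment 24 h, 37°C, 5% CO2; technique: fluorescence imaging of beta-catenin antibody stain plus DAPI; measure: % activation, nuclear-to-cytoplasmic median beta-catenin signal ratio per cell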
T cell HTS: modulators of CD8 T cell-vesicle binding, primary screen, mouse 2C CD8+ T cells, flow cytometry. 2C CD8+ T cell-vesicle binding; hits give low values. calls only at 7 µM. 330,000 tested, 0.068% active. AID 2052, 2009;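 active = response, share of CD8 T cells binding vesicles, and their 90th percentile fluorescence all below set limits, cut at about 80% in these data, passing the limit was not always enough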
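Material: murine 2C transgenic CD8+ T lymphocytes / Also added: QL9-peptide-loaded Drosophila micro-vesicles bearing Ld, ICAM-1 and B7-1 / Schedule: binding step 1.5 h, 37 °C, antibody labelling 20 min, ice / Signal: flow cytometry, PE anti-B7-1 (FL2) versus Alexa647 anti-CD8 (FL8), PFA-fixed / Evaluation: percent CD8+ FL2 mean versus row control / Benchmarks: naked versus QL9-loaded vesicles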
RSV antiviral HEp-2: RSV antiviral activity via CPE protection, HEp-2 cells, primary 10 µM value included (AID 2391). HEp-2 cells, RSV-induced CPE inhibition; higher % means a stronger effect. CPE inhibition, % at 10 µM, or IC50 in µM where a hit was titrated. 310,000 tested, 0.13% active; in the data active = a potency from the dose series; inconclusive = CPE inhibition mostly from about 23% at the one dose, without a potency; inactive = the rest, 99 in 100 with CPE inhibition below about 21%; note: strong numbers were not always called active
WT yeast gro inh mutant strain: recorded beside WT yeast gro inh, whose call it bears; inhibition, %; mitochondrial fusion phenotypic screen, mutant strain inhibition
b-catenin transl cell count 5 µM: further read-out of b-catenin transl, marked with its call; cell count; measured here: cell count, cytotoxicity flag
T cell HTS vesicle-bound %: recorded beside T cell HTS, whose call it bears; double positive events, %; measured here: CD8+ vesicle-bound cell fraction;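 binding gate set so that unloaded-vesicle control wells show 10% double positive cells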
Myeloid diff MLP GFP+ MAC1+ %: recorded beside Myeloid diff MLP, whose call it bears; GFP+ MAC1+ double positive, %; measured here: differentiation confirmed by MAC1 staining
Active calls of the source: *; i = inactive; ? = inconclusive; . = no result given.

SMILES	Myeloid diff MLP	Myeloid diff MLP GFP+ MAC1+ %	WT yeast gro inh	WT yeast gro inh mutant strain	SV40 large T antigen	Salmonella PhoP GFP	MgcRacGAP inhibition	West Nile antiviral	b-catenin transl	b-catenin transl cell count 5 µM	T cell HTS	T cell HTS vesicle-bound %	RSV antiviral HEp-2
Cc1ccc(NC(=O)C2CCN(S(=O)(=O)c3ccc4c(c3)C(C)(C)C(=O)N4C)CC2)c(C)c1	i	3.6	.	.	.	.	3%	-1.0%	.	.	i	16	1.8%
Cc1ccc(C(=O)CC(SCC(=O)O)c2ccc([N+](=O)[O-])cc2)cc1 (stereo unspecified)	i	0.4	11	-6	8%	-4%	2%	-1.0%	0.6	954	i	17	0.4%
O=c1[nH]c2ccc(Cl)cc2c(O)c1-c1ccccc1	i	1.0	27	4	-1%	-4%	11%	0.0%	-0.3	1357	i	46	1.8%
CSc1sc(-c2n[nH]c(=S)n2C)c2c1C=CCC2	i	1.4	.	.	?	-13%	0%	0.4%	1.9	1220	i	23	5.9%
CCC(=O)N1c2ccc(S(=O)(=O)CCC(=O)NCc3ccc4c(c3)OCO4)cc2CC1C (stereo unspecified)	i	1.1	-8	-17	-10%	2%	10%	.	-1.1	1402	i	36	1.8%
CN(Cc1cc(=O)n2ccsc2n1)Cc1nc2ccccc2c(=O)[nH]1	i	0.0	-10	6	16%	-1%	3%	-0.3%	-4.5	1137	i	2	-1.9%
CCCCNCCOCCOc1ccc(C)cc1[N+](=O)[O-]	i	0.6	-6	4	2%	-1%	32%	-0.9%	0.1	1444	i	40	2.4%
Cc1[nH][nH]c(=O)c1C(c1c(C)[nH][nH]c1=O)c1cn(Cc2ccccc2Cl)c2ccccc12	?	.	63*	6.1*	25%	?	-9%	-0.3%	18	191	.	.	.
CCOC(=O)c1cnc(/N=C/N(C)C)s1	i	0.2	-5	-15	0%	-3%	8%	-0.4%	-0.5	1091	i	46	2.0%
Cc1cc(Br)ccc1NC(=O)CCS(=O)(=O)c1cccc2nonc12	i	4.1	.	.	-2%	2%	2%	-0.3%	.	.	i	9	-0.8%
O=C(c1ccco1)N1CCN(Cc2nc(Cc3ccccc3)no2)CC1	i	1.8	-6	-3	.	.	1%	-0.1%	-2.2	999	i	12	2.6%
COc1cc(/C=N/NC(=O)Cn2nnc3ccccc32)ccc1O	i	0.2	-4	1	6.6µM*	-5%	24µM*	0.6%	-2.0	1089	i	60	0.8%
COc1cc(C(=O)NCC2(c3ccccc3)CCCC2)cc(OC)c1OC	i	0.5	.	.	4%	-1%	9%	-1.9%	.	.	i	62	-1.1%
O=C(O)C(Cc1cc(Cl)ccc1Cl)Sc1nc2ccccc2[nH]1 (stereo unspecified)	i	0.7	.	.	-10%	1%	10%	0.2%	0.1	1305	i	23	0.2%
O=C(Cn1nnc(-c2ccncc2)n1)NCCc1ccccc1	i	2.2	-6	-5	6%	24%	7%	-0.4%	3.5	1076	i	13	4.0%
CC(C)=CCN1CCN(Cc2cccn2-c2ccccn2)CC1CCO (stereo unspecified)	i	0.7	-16	14	-4%	-2%	3%	-0.5%	-0.5	1517	i	42	0.1%
O=C(COc1ccc(Br)cc1)N1CCN(S(=O)(=O)/C=C/c2ccccc2)CC1	i	0.7	28	20	11%	-4%	11%	-1.1%	-2.2	1093	i	4	15%
CCOC(=O)C1CCN(c2c(NCCCN(CC)c3ccccc3)c(=O)c2=O)CC1	i	0.7	0	8	10%	-2%	6%	-0.4%	-0.4	1009	i	26	0.7%
O=C(COc1ccc(-c2nnco2)cc1)NC1CCCc2ccccc21 (stereo unspecified)	i	0.8	-3	-13	9%	16%	4%	0.4%	-5.1	975	i	52	1.2%
COCCNC(=O)Cn1cc2c(n1)CCCCC2	i	2.0	1	2	2%	-10%	2%	0.1%	0.5	1063	i	38	1.1%

A run of entries from the list above, as a working copy:
SMILES	Myeloid diff MLP	Myeloid diff MLP GFP+ MAC1+ %	WT yeast gro inh	WT yeast gro inh mutant strain	SV40 large T antigen	Salmonella PhoP GFP	MgcRacGAP inhibition	West Nile antiviral	b-catenin transl	b-catenin transl cell count 5 µM	T cell HTS	T cell HTS vesicle-bound %	RSV antiviral HEp-2
O=C(COc1ccc(Br)cc1)N1CCN(S(=O)(=O)/C=C/c2ccccc2)CC1	i	0.7	28	20	11%	-4%	11%	-1.1%	-2.2	1093	i	4	15%
CCOC(=O)C1CCN(c2c(NCCCN(CC)c3ccccc3)c(=O)c2=O)CC1	i	0.7	0	8	10%	-2%	6%	-0.4%	-0.4	1009	i	26	0.7%
O=C(COc1ccc(-c2nnco2)cc1)NC1CCCc2ccccc21 (stereo unspecified)	i	0.8	-3	-13	9%	16%	4%	0.4%	-5.1	975	i	52	1.2%
COCCNC(=O)Cn1cc2c(n1)CCCCC2	i	2.0	1	2	2%	-10%	2%	0.1%	0.5	1063	i	38	1.1%

Further results
SMILES	Myeloid diff MLP	Myeloid diff MLP GFP+ MAC1+ %	WT yeast gro inh	WT yeast gro inh mutant strain	SV40 large T antigen	Salmonella PhoP GFP	MgcRacGAP inhibition	West Nile antiviral	b-catenin transl	b-catenin transl cell count 5 µM	T cell HTS	T cell HTS vesicle-bound %	RSV antiviral HEp-2
COc1ccc(NC(=O)CC(C)C)c(OC)c1	i	0.6	-2	1	5%	13%	1%	0.0%	.	.	i	38	1.2%
COc1ccc(NC(=O)C2CC(c3c(F)cccc3Cl)=NO2)cc1OC (stereo unspecified)	i	0.9	.	.	7%	4%	11%	-1.4%	.	.	i	64	19%
Cc1c(C(=O)N(C)C2CCCCC2)sc2ncnc(N3CCN(c4ccccc4F)CC3)c12	i	0.0	.	.	.	7%	-23%	0.5%	.	.	i	18	17%
CCC(C)C(=O)Nc1nnc(SCC(=O)NC2CCCCC2)s1 (stereo unspecified)	i	1.8	.	.	9%	-4%	-3%	0.1%	.	.	i	21	0.1%
Cc1[nH]n(-c2c(Cl)cc(Cl)cc2Cl)c(=O)c1C=Nc1ccc(S(=O)(=O)N2CCOCC2)cc1	i	0.5	-13	7	6%	-4%	8%	0.7%	-1.9	1122	i	12	2.6%
CCc1cccc2c(SCC(=O)NCC3CCCO3)nc(-c3ccc(F)cc3)nc12 (stereo unspecified)	i	5.0	11	12	5%	-8%	17%	3.2%	-0.2	1017	i	42	3.6%
CNC(=O)NNC(=O)c1csc(-c2ccc(C(F)(F)F)cc2Cl)n1	i	0.1	.	.	0%	-11%	.	0.2%	0.5	1326	i	45	2.7%
CS(=O)(=O)N(Cc1ccco1)CC(O)Cn1c2ccccc2c2ccccc21 (stereo unspecified)	i	0.9	21	3	4%	7%	3%	?	-0.3	1061	i	9	3.6%
NC(=O)CCS(=O)(=O)CCN1CCN(S(=O)(=O)c2ccc3c(c2)CCC3)CC1	i	1.3	.	.	.	.	4%	.	.	.	i	33	0.1%
O=C(COc1ccccc1)Nc1ccc2c(c1)Cc1cc(NC(=O)COc3ccccc3)ccc1-2	i	0.8	-7	3	-2%	-21%	0%	-0.3%	-1.9	1099	i	5	0.1%
Nc1c(C(=O)NCCc2ccccc2)nnn1Cc1ccccc1	i	1.4	-13	2	-1%	-10%	11%	-0.1%	-5.3	1121	i	19	0.9%
Cc1onc(-c2ccccc2Cl)c1C(=O)Nc1ccccc1C(N)=O	i	0.9	2	-1	7%	2%	10%	-0.5%	-2.2	1205	i	24	-0.7%
C/C(=N\NC(=O)c1ccc(C)cc1)c1c(C)[nH]n(-c2ccccc2)c1=O	i	1.2	.	.	13%	9%	6%	-0.7%	.	.	i	51	13%
CCC(=O)N1CCc2cc(S(=O)(=O)NCCC(=O)NCc3ccc(F)cc3)ccc21	i	0.0	.	.	13%	-2%	0%	0.0%	.	.	i	43	1.1%
Cc1occc1C(=O)N=Nc1c(O)n(C)c2ccccc12	i	0.9	4	9	12%	4%	0%	-0.5%	2.3	876	i	15	3.1%
O=C(O[C@@H](C(=O)O)[C@@H](OC(=O)c1ccccc1)C(=O)O)c1ccccc1	i	1.8	.	.	.	.	4%	.	.	.	i	21	1.0%
O=C(CC1CCC1)Nc1cccc2c([N+](=O)[O-])cccc12	i	0.4	.	.	18%	.	.	.	.	.	i	32	-1.9%
O=C(O)C1=C[C@@H](c2ccc(F)cc2)C[C@@H](OCCCCO)O1	i	2.3	.	.	12%	-2%	10%	-0.2%	-1.1	1164	.	.	0.2%
O=C(Cc1c[nH]c2ccccc12)N1CCN(c2ccccc2)CC1	i	0.3	-12	12	11%	5%	7%	-1.0%	-3.5	1034	i	14	-0.1%
COC(=O)c1ccc(Cl)c(NC(=O)CN(c2ccc3c(c2)OCO3)S(C)(=O)=O)c1	i	0.6	1	-31	.	-1%	5%	-0.3%	.	.	i	21	-1.6%
O=C(NCc1ccccc1)c1onc(CSc2ccccc2)c1C(=O)NCC1CC1	i	1.3	.	.	13%	-6%	4%	-0.4%	-1.8	1164	i	50	5.7%
Cc1ccc(O)c(-c2cc(C(F)(F)C(F)F)nc(-c3ccccc3)n2)c1	i	0.3	11	-2	-1%	-6%	-1%	-0.1%	.	.	i	48	2.7%
COc1ccc(NC(=O)CSc2ccc3ccccc3c2)cc1S(=O)(=O)N1CCCCC1	i	0.1	43	-17	6%	-4%	8%	-1.6%	-1.7	557	i	27	16%
O=S(=O)(Nc1ncccn1)c1ccc(F)cc1	i	1.1	.	.	8%	-5%	-3%	0.5%	.	.	i	60	1.4%
CN1CCN(C(=S)NC(=O)c2ccccc2Br)CC1	i	0.5	.	.	6%	-2%	6%	-0.1%	.	.	i	69	-0.4%
CCc1nc(C)c(C(=O)N2CCCC(C(=O)Nc3cccc(-c4cccc(C)c4)c3)C2)o1 (stereo unspecified)	i	1.5	.	.	9%	-8%	10%	0.0%	.	.	i	38	5.2%
